# Compound activity as filed in PubChem BioAssay.
# a7 integrin act: qHTS for Activators of Integrin-Mediated Alleviation for Muscular Dystrophy; alpha7betagal myoblasts, beta-gal FDG fluorescence, 48 h; Potency, µM (highest dose often 38.3 µM), inactives show at the top dose activation, actives largely listed as activators; hit rate 0.064% among 350,000; AID 624291, 2012;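 also: potency is read from the fitted curve at half-maximal effect; 100% = response of the positive control SU9516; nearly all actives have a fitted effect of over 60% in size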
#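 alpha7betagal+/- myoblasts (passage 13, 250/well) treated 48 h at 37C with compounds at 1:260 dilution of DMSO stock. Lysed, then beta-galactosidase activity read as FDG fluorescence (ex 480/em 540) after 30 min, with pre-read for autofluorescence.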
# MLL CXXC-DNA inh: qHTS Fluorescence Polarization Assay for Inhibitors of MLL CXXC domain - DNA interaction. Histone-lysine N-methyltransferase 2A (Homo sapiens), Q03164. MLL-CXXC / FITC-HOXA9 DNA fluorescence polarization. Potency, µM (titrated, usually from 115 µM), for inactives: top-dose activity change, negative = inhibition, actives largely listed as inhibitors. hit rate 0.037% among 290,000. AID 2662, 2010; active = well fitted inhibition curve with a large enough effect in the polarisation, with a control signal flat, not every such curve was filed as active; inconclusive = small, poorly fitted or top-dose-only effect, or effect the other way, or a change in a side signal; inactive = no such curve, though single readings can be large or run the other way; the % refers to the polarisation; also: potency is read from the fitted curve at half-maximal effect
#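 Fluorescence polarization: 7 uM MLL-CXXC (stock) preincubated 5 min with compounds, then 50 nM fluorescein-HOX-A9 DNA (stock) added; 30 min ambient. Buffer 50 mM Tris-HCl pH 7.5, 50 mM NaCl, 1 mM DTT, 0.05% BSA.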
# GALK inh: qHTS Assay for Inhibitors of Human Galactokinase (GALK); AID 1868, 2009; Purified GALK, Kinase-Glo residual ATP luminescence; Potency, µM (top dose mostly 57.5 µM), for the others: at the highest dose activity change, negative = inhibition, actives largely listed as inhibitors; hit rate 0.007% among 270,000; also: potency is read from the fitted curve at half-maximal effect; % is scaled to controls: 0 for no effect and ±100 for the full control effect
# Target sequence (P51570 whole entry, looked up): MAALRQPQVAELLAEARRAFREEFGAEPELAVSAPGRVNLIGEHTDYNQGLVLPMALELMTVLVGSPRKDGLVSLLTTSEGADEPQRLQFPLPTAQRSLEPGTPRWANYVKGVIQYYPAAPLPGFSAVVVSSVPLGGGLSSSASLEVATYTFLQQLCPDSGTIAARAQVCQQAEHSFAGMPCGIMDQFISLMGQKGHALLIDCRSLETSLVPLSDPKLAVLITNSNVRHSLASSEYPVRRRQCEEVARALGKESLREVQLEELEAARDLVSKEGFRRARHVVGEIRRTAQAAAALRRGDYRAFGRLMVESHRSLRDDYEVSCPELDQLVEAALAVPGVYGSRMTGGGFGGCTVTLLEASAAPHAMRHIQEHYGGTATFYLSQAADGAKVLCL
#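 5 nM enzyme, 35 uM ATP, 100 uM galactose, 20 mM HEPES pH8.0, 5 mM MgCl2; 1 h RT; residual ATP by Kinase-Glo Plus luminescence, qHTS format.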
# Coupling enz: qHTS Assay for Inhibitors of Fructose-1,6-bisphosphate Aldolase from Giardia Lamblia: Coupling assay counterscreen | coupling enzyme system counterscreen, AmpLite Red fluorescence | activity change, negative = inhibition, % at 58.2 µM, hits read low | hit rate 0.67% among 290,000 | AID 2472, 2010; in the data active = activity change below about -30%; also: % is scaled to controls: 0 for no effect and ±100 for the full control effect
#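 Final compound at 57.5 uM, incubated 10 min at RT with coupling enzyme reagent (glyceraldehyde-3-phosphate), then 20 min with substrate and AmpLite Red detection. Fluorescence read at 525/598 nm; tests interference with the coupling assay, not aldolase inhibition.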
# MBNL1 CUG block: qHTS Assay for Inhibitors of MBNL1-poly(CUG) RNA binding; TR-FRET MBNL1-His/biotin-(CUG)12 binding, 665/545 ratio; Potency, µM (top dose mostly 57.5 µM), for the others: at the top dose activity change, negative = inhibition, hits mostly inhibitors; hit rate 0.036% among 280,000; AID 2675, 2010; active = well fitted inhibition curve with a large enough effect in the signal ratio, with a control signal flat, not every such curve was filed as active; inconclusive = small, poorly fitted or top-dose-only effect, or effect the other way, or a change in a side signal; inactive = no such curve, though single readings can be large or run the other way; the % refers to the signal ratio; also: potency is read from the fitted curve at half-maximal effect; % is scaled to controls: 0 for no effect and ±100 for the full control effect
#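 Compound titration spanned 92 nM–58 uM against the MBNL1-His/biotin-(CUG)12 complex. After 60 min at room temperature with 5 nM streptavidin-XL665 and 0.055 ng/ul terbium anti-His, ratiometric 665/545 nm emission (Ex 340 nm) normalized to controls.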
# AT treatment: qHTS Assay for Identifying a Potential Treatment of Ataxia-Telangiectasia | […] A-T fibroblasts, KAP-1 phosphorylation AlphaLISA; neocarzinostatin DNA damage 30 min before lysis | Potency, µM (doses to about 57.5 µM), for the others: at the top dose activation, most hits filed as activators | hit rate 0.19% among 320,000; also: potency is read from the fitted curve at half-maximal effect; % of control where 0% means no effect; nearly all actives have a fitted effect of over 45% in size
#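 ATM-like activity read as KAP-1 phosphorylation via AlphaLISA donor/acceptor antibody pairs after lysis and 6 hr at 25C. Cells were ATM-null patient fibroblasts ([…], hTERT), dosed 60 min, then exposed to the DSB inducer NCS for 30 min.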
# KCNH2 3.1 inh: qHTS for Inhibitors of KCHN2 3.1: Mutant qHTS | hit rate 0.95% among 340,000 | U2OS KCNH2 3.1, thallium flux FluxOr; hits give low values | activity change, % (tested at about 1.8 µM) | Potassium voltage-gated channel subfamily H member 2, brain isoform KCNH2 3.1 (human);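 active = maximum activity change below -70%; inconclusive = maximum activity change from -70% to -50%; inactive = maximum activity change above -50%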;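 also: thallium influx rate constant from kinetic fluorescence after stimulation buffer; % is scaled to controls: 0 for no effect and ±100 for the full control effect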
#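 Measured as rate of thallium-driven FluxOr signal in transduced U2OS cells carrying the 3.1 channel, read kinetically for 2 min upon stimulation; values are rate constants scaled to DMSO control wells.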
# KCNH2 WT inh: qHTS for Inhibitors of KCHN2 3.1: Wildtype qHTS | U2OS, BacMam KCNH2, thallium flux FluxOr; hits give low values | activity change, % at 1.84 µM | hit rate 0.37% among 340,000;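 active = maximum activity change below -70%; inconclusive = maximum activity change between -70% and -50%; inactive = maximum activity change above -50%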; also: % is scaled to controls: 0 for no effect and ±100 for the full control effect
#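 U2OS cells transduced with wild-type KCNH2 virus are loaded with FluxOr dye for 45 min, and thallium flux is measured in kinetic reads before and after stimulation buffer. Rate constants are normalized to DMSO controls.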
# TRPV1 agonist: HTS Assay for Compounds that Act as Agonists of the Vanilloid Receptor 1. TRPV1-expressing cells, Fluo-8 calcium influx, agonist mode. activation, % at 8.33 µM. hit rate 0.19% among 320,000; in the data active = activation above about 80%; inconclusive = between about 30% and that limit; also: 0% is about no effect
#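 Fluo-8 calcium influx in TRPV1-expressing cells, kinetic read (ex 480/em 520 nm). Compound added and read 3 min for agonist activity, followed by capsaicin at EC20 final and 2 min further read for enhancement.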
# S-ASM inh: Inhibitors of Secretory Acid Sphingomyelinase (S-ASM): qHTS. placental ASM, HMU-PC fluorogenic substrate, 60 min. Potency, µM (highest dose often 57.5 µM), for the others: at the highest dose activity change, negative = inhibition, actives largely listed as inhibitors. hit rate 0.006% among 340,000; also: potency is read from the fitted curve at half-maximal effect
# Target sequence (P17405 47-631 limits assumed): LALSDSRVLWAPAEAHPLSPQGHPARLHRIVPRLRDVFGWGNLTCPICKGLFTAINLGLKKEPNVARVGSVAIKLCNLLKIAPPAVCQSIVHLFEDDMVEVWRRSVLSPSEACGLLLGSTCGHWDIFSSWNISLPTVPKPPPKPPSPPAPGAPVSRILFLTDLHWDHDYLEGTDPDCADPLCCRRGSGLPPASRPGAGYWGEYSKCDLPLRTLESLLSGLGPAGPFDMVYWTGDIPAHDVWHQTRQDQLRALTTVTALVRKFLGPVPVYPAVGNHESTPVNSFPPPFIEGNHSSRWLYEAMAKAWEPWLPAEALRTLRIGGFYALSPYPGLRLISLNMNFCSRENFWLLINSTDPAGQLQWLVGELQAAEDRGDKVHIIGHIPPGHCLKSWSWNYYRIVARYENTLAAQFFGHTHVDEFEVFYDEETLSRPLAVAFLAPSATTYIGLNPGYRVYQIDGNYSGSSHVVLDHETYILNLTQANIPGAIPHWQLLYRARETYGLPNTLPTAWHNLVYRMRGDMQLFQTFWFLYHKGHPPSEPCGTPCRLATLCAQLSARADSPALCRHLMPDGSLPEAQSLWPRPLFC
#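 qHTS format. ASM enzyme prepared from human placenta hydrolyses the fluorogenic substrate HMU-PC0 (9 uM final) over 60 min at 37 °C after a 10 min compound preincubation.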
# An asterisk follows results filed as active; i = inactive; u = inconclusive; x = no result given; [ ] = remark or other dose. Unless noted, calls follow the shape of the dose curve; as a rule, active = well fitted curve in the direction sought with a large enough effect; inconclusive = small, poorly fitted or top-dose-only effect, or another doubt; inactive = no such curve, though single readings can be large; an effect the other way counts as inactive or inconclusive. Compounds were not picked by outcome; any-hit rate near 2%.
SMILES,a7 integrin act,MLL CXXC-DNA inh,GALK inh,Coupling enz,MBNL1 CUG block,AT treatment,KCNH2 3.1 inh,KCNH2 WT inh,TRPV1 agonist,S-ASM inh
CCC(=O)N1CCN(c2ccccc2NC(=O)c2cccs2)CC1,7%,6%,-3%,x,-3%,0%,x,11,-1,3%
CCOc1ccc(Br)cc1C(=O)N/N=C/c1c[nH]c2ccccc12,-42%,20%,9%,1,15%,-6%,1,5,-5,188%[activator]
O=C(CCS(=O)(=O)Cc1ccccc1)NC1CCCCC1,-10%,3%,2%,-1,7%,15%,4,6,2,3%
Cn1ncc(C#N)c1NC(=O)C1CC(c2ccccc2Cl)=NO1 (configuration not stated),1%,5%,1%,-4,-12%,-6%,16,5,1,5%
O=C(CCN1C(=O)COc2ccccc21)NCCN1CCN(c2cccc(Cl)c2)CC1,-44%,-4%,-3%,3,-2%,-18%,-6,38,x,0%
Cc1cccc(C)c1OCc1nnc(SCC(=O)Nc2nccs2)n1-c1ccccc1,40%[7.66 µM],1%,5%,4,-1%,x,-7,0,-1,-3%
COc1ccc(N(CC(=O)NCCSCc2ccc(Cl)cc2)S(C)(=O)=O)cc1Cl,17%,-12%,-4%,-3,1%,1%,0,-1,1,-3%
Cc1ccc(/C=C2\SC(=S)N(C(Cc3ccccc3)C(=O)O)C2=O)cc1 (configuration not stated),0%,-16%,-2%,1,2%,-2%,0,4,2,-11%
O=S(=O)(Nc1nc2ccccc2s1)c1cnc(Cl)c(Br)c1,5%,3%,0%,8,-9%,-1%,0,3,-1,-4%
COc1ccc(N2CCN(Cc3oc(CO)cc(=O)c3O)CC2)cc1,-4%,-7%,-3%,0,5%,-7%,15,-14,1,0%
C[n+]1ccccc1/C=C/c1ccc2ncccc2c1,18%,-11%,-1%,1,u,-2%,3,-6,-1,14%
CN1CCN(C(=O)C2=C[C@@H](c3ccc(C(F)(F)F)cc3)C[C@@H](OCc3ccc(CO)cc3)O2)CC1,7%,-5%,-2%,-1,15%,-14%,0,15,u,1%
CCN(CC)CC(=O)NCC1(c2ccccc2)CCOCC1,-18%,-12%,-2%,0,-26%,-9%,8,6,-3,0%
Clc1cccc(CNc2nc(-c3cccnc3)nc3ccccc23)c1,-1%,-3%,-5%,1,-4%,-7%,-6,4,2,-6%
Cn1cc(/C=C/C(=O)N2CCCC(C(=O)c3ccc(C(C)(C)C)cc3)C2)cn1 (configuration not stated),-14%,1%,0%,0,6%,7%,-17,-1,26,-3%
Cc1cccc(C)c1OCc1cc(C(=O)N2CCN(c3ccccc3)CC2C)no1 (configuration not stated),16%,4%,-6%,x,-10%,8%,-4,5,-3,-5%
O=C1CNC(=S)N1CCc1ccccc1Cl,-3%,9%,x,5,3%,-6%,-7,3,4,4%
CCN1C(=O)/C(=c2\sc3nc(=O)c(Cc4ccccc4)nn3c2=O)c2ccccc21,-6%,5%,0%,1,-3%,10%,-6,2,-5,-1%
Cc1ccc(NC(=O)N2CCCC2c2cccs2)cc1 (configuration not stated),-25%,-7%,-6%,3,-7%,-4%,2,-22,20,3%
Cn1c2c(c(O)c(-c3ccccc3)c1=O)C(=O)CC(C)(C)C2,u,8%,-4%,8,x,1%,2,-3,-5,10%

# Three structures already listed, ordered by heavy-atom count, high to low:
SMILES,a7 integrin act,MLL CXXC-DNA inh,GALK inh,Coupling enz,MBNL1 CUG block,AT treatment,KCNH2 3.1 inh,KCNH2 WT inh,TRPV1 agonist,S-ASM inh
O=C(CCN1C(=O)COc2ccccc21)NCCN1CCN(c2cccc(Cl)c2)CC1,-44%,-4%,-3%,3,-2%,-18%,-6,38,x,0%
CCN1C(=O)/C(=c2\sc3nc(=O)c(Cc4ccccc4)nn3c2=O)c2ccccc21,-6%,5%,0%,1,-3%,10%,-6,2,-5,-1%
COc1ccc(N(CC(=O)NCCSCc2ccc(Cl)cc2)S(C)(=O)=O)cc1Cl,17%,-12%,-4%,-3,1%,1%,0,-1,1,-3%

# Additional results follow.
SMILES,a7 integrin act,MLL CXXC-DNA inh,GALK inh,Coupling enz,MBNL1 CUG block,AT treatment,KCNH2 3.1 inh,KCNH2 WT inh,TRPV1 agonist,S-ASM inh
COc1ccc(-c2cn(CCO)c(CCN)n2)cc1,13%,x,x,x,x,18%,9,-4,-2,1%
CCC(Oc1ccccc1)C(=O)Nc1ccc(S(=O)(=O)N2CCOCC2)cc1 (configuration not stated),0%,3%,0%,-1,-9%,-2%,-8,-1,u,0%
CC(C)(C)C(=O)Cn1c(=O)n(CC2CCCO2)c(=O)c2ccccc21 (configuration not stated),-13%,10%,x,6,6%,3%,0,-8,12,6%
CCOc1ccc(NC(=O)CN(C)C(=O)CN2C(=O)C3CC=CCC3C2=O)cc1OCC (configuration not stated),0%,x,x,x,x,12%,2,-12,1,3%
Cc1cc(Nc2ccccc2)n(CCO)n1,16%,-5%,1%,0,1%,0%,-1,3,-2,6%
Cc1cc(C(=O)Nc2nc3ccc(Cl)cc3s2)nn1C,2%,-9%,3%,0,22%,-18%,8,-4,u,6%
COCCCN1C(=O)c2ccc(C(=O)OCC(=O)NCc3ccccc3OC)cc2C1=O,13%,0%,-4%,x,u,-3%,2,-11,8,0%
O=C(NNC(=O)C1CC=CCC1)c1ccccc1Cl (configuration not stated),7%,6%,0%,3,0%,11%,4,0,1,2%
CC1(C(=O)Nc2ccc3c(c2)OCO3)CC1(Cl)Cl (configuration not stated),-23%,2%,5%,0,6%,1%,-1,-6,1,1%
CC(C)CCNC(=O)C(=O)NCCC1=CCCCC1,10%,3%,0%,4,-7%,10%,-17,-1,11,-1%
CCOc1ccc(NC(=O)CSc2nc(=O)n(Cc3ccccn3)c3c2CCC3)cc1,-18%,x,x,x,x,4%,14,5,0,-2%
COCc1c(C(=O)N2CCN(Cc3ccc4c(c3)OCO4)CC2)oc2ccccc12,25%,x,x,x,x,8%,2,15,23,8%
CN(CC(=O)Nc1ccc(F)cc1)C(=O)c1ccc(-c2ccc(Cl)cc2)o1,-11%,u,4%,-1,9%,9%,1,-19,u,-16%
N#Cc1ccc(CN2CCN(C(=O)c3cccc(S(=O)(=O)N4CCCCCC4)c3)CC2)cc1,-8%,x,x,x,x,6%,5,-6,u,3%
COc1ccc(S(=O)(=O)Oc2cccc(C(=S)N3CCOCC3)c2)cc1,-4%,39%[activator],-7%,x,-4%,u,15,-1,-2,-1%
CCc1ccccc1Cn1c(=O)oc2cccnc21,23%,1%,x,0,1%,1%,9,2,1,0%
COc1ccc2cc([C@H](C)C(=O)OCc3cn(CC(=O)c4ccc(O)cc4)nn3)ccc2c1,22%,x,x,x,x,x,-10,6,x,-9%
Cc1cnc(NC(=O)c2nn(C)cc2[N+](=O)[O-])s1,-25%,-5%,-1%,1,u,-4%,-11,-9,0,0%
COCCNC(=S)N/N=C(\C)c1ccc(Cl)c(Cl)c1,15%,0%,3%,0,4%,-2%,20,-10,14,-2%
CCCn1c(CCNC(=O)c2cccs2)nc2ccccc21,-13%,-4%,-1%,-2,-7%,2%,34,4,8,-1%
O=C(CCN1CCCC1)Nc1ccc(Br)cc1,21%,1%,-4%,1,11%,x,-8,2,2,5%
O=C(COc1ccc(-c2ccccc2)cc1)N/N=C/c1ccccc1Br,-21%,16%,-7%,-7,u,13%,-7,0,x,-22%
CCC(=O)Nc1sc(C(=O)Nc2ccccc2OC)c(C)c1C(=O)OC,-31%,-9%,3%,3,-5%,-3%,-2,i,1,2%
CCOc1ccc(C(C(=O)NC2CCCC2)N(CCOC)C(=O)CNC(=O)c2ccco2)cc1 (configuration not stated),0%,16%,2%,3,7%,6%,2,6,-3,0%
Cc1ccc2cc(CN(CCCN(C)C)C(=O)NCc3ccccc3)c(=O)[nH]c2c1C,0%,-1%,9%,2,-7%,2%,-12,4,-1,0%
OCCN(Cc1ccccc1)CC(O)COc1ccc2c(c1)OCO2 (configuration not stated),-13%,2%,0%,1,-1%,-7%,-4,10,5,-1%
Cc1ccc(S(=O)(=O)N2CCOC2CNC(=O)C(=O)NCCc2ccc(S(N)(=O)=O)cc2)cc1 (configuration not stated),-44%,2%,-1%,0,7%,-6%,12,3,-1,7%
Cc1[nH]c2ccccc2c1C(=O)CSc1ccccc1,6%,11%,3%,1,131%[activator],3%,-2,-2,7,-5%
CCCN(CC(=O)Nc1ccc(F)c(F)c1F)C(=O)C1=COCCO1,3%,x,x,x,x,-11%,2,-1,0,6%
